TRHR agonist – agonists of human TRH receptor | activation, % at 2 µM | actives 0.18% (n = 360,000) | TRHR cells, calcium flux fluo-8, FDSS agonist mode | AID 493084 | P34981; in the data active = activation above about 30%; note: 0% is about no effect
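Agonist-mode FDSS calcium read (Ex 480/Em 530, 1 s cycles) in 1536-well TRHR cells with fluo-8 dye, after 10-cycle baseline and 23 nL compound addition; TRH at EC20 (10 nM final) added afterwards for the enhancer phase.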
PI4K2A block – inhibitors of human PI4K2A; Q9BTU6; purified PI4K2A, ADP-Glo luminescence, 1 h; hits give low values; activity change, negative = inhibition, % at 76.9 µM; actives 0.13% (n = 420,000); in the data active = activity change below about -50%; inconclusive = mostly about -30% to -49%;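 note: -100% = wells without enzyme as full effect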
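Compounds are screened against recombinant PI4K2A using PI as substrate and ATP, the latter dispensed at 300 microM. Reactions run one hour at ambient temperature before ADP-Glo detection; full inhibition defined by wells lacking enzyme.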
TrxR1 inh – rat TrxR1 inhibition. recombinant rTrxR1, NADPH fluorescence consumption, selenite substrate. AID 588453. actives 1% (n = 390,000). Potency, µM (series often up to 114 µM), for the others: at the highest dose activity change, negative = inhibition, hits mostly inhibitors; note: potency is the fitted concentration of half-maximal effect; % is set by controls: 0 for no effect and ±100 for the full control effect; nearly all actives have a fitted effect of over 65% in size
Target sequence (O89049 whole entry, looked up): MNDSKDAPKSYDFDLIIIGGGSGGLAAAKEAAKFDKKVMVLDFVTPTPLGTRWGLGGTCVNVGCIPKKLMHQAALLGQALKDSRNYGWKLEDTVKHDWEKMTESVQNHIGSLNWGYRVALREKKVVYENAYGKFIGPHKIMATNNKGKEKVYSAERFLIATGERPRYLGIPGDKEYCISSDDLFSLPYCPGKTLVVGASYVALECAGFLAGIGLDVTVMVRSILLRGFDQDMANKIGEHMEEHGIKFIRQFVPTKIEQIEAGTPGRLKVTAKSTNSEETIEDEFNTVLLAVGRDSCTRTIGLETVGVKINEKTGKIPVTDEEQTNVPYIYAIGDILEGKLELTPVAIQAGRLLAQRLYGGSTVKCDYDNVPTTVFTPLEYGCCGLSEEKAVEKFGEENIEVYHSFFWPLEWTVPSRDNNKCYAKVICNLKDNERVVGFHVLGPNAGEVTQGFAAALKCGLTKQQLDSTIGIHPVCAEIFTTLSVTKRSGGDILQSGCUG
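Rat TrxR1 (90 nM in the dispensed reagent) was pre-reduced with 400 uM NADPH for 5 min at room temperature, then incubated with compound for 15 min. After 400 uM selenite was added, NADPH fluorescence (Ex 340/Em 450 nm) was followed for 8 min.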
D2 antagonist – antagonizes the human D2 dopamine receptor; inhibition, % at 10 µM; actives 2% (n = 340,000); HEK293 TREx D2 cells, calcium flux, dopamine EC80; AID 485344; P14416; in the data active = inhibition above about 30%; note: 0% is about no effect
Target sequence (P14416 whole entry, looked up): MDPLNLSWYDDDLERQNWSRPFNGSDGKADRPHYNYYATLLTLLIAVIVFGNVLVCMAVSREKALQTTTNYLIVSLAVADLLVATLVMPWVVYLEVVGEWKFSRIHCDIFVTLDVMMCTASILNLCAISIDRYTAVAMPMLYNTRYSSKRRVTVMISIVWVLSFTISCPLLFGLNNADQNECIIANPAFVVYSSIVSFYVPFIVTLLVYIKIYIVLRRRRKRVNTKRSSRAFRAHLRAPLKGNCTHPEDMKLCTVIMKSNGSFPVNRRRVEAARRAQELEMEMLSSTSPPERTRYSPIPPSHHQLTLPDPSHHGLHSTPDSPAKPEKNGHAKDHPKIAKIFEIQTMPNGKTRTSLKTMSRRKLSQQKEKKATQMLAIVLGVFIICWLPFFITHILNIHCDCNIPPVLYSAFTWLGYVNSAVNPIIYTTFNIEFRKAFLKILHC
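Measurement of antagonist activity uses fluorescent calcium dye in inducible HEK293 T-REx D2 cells: 10 s baseline, compound addition with 180 s read, EC80 dopamine addition with a further 180 s read.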
USP1-UAF1 inh – inhibitors of human USP1/UAF1 deubiquitinase; Potency, µM (series often up to 57.1 µM), for inactives: at the highest dose activity change, negative = inhibition, usual class: inhibitors; O94782; AID 743255; recombinant USP1/UAF1, Ub-Rhodamine cleavage fluorescence; actives 0.23% (n = 390,000); note: potency is the fitted concentration of half-maximal effect; % is set by controls: 0 for no effect and ±100 for the full control effect; nearly all actives have a fitted effect of over 60% in size; inactives centre near -12
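Step one: compound is pinned into 1nM USP1/UAF1 in HEPES pH 7.8 buffer with TCEP. Step two: 15 min room-temperature incubation. Step three: Ub-Rho (150nM final) starts cleavage, tracked by fluorescence over six one-minute reads.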
mIDH1 inhibitor – blocks human mutant IDH1 R132H enzyme | actives 0.093% (n = 390,000) | Potency, µM (highest dose often 76.6 µM), for inactives: top-dose activity change, negative = inhibition, hits mostly inhibitors | AID 602179 | O75874 | IDH1-R132H enzyme, NADPH consumption, diaphorase/resazurin fluorescence; note: potency is the fitted concentration of half-maximal effect; % is set by controls: 0 for no effect and ±100 for the full control effect; nearly all actives have a fitted effect of over 65% in size
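IDH1-R132H (0.5 ug/mL dispensed) in pH 7.5 Tris buffer was preincubated 30 min with compound, then given a substrate mix of 0.016 mM NADPH and 2 mM alpha-KG for 80 min at room temperature; remaining NADPH was read by diaphorase/resazurin fluorescence.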
D2 agonist – activates the human D2 dopamine receptor | HEK293 T-REx D2 cells, calcium flux agonist mode | actives 0.53% (n = 340,000) | AID 485358 | activation, % at 2 µM;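 active = activation over 3 SD above normal in the single-dose calcium agonist read, cut at about 30% in these data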; note: 0% is about no effect
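Tetracycline-induced HEK293 Trex cells with D2 receptor force-coupled to calcium signaling, plated overnight at 30 C and loaded with no-wash calcium dye. Calcium flux read kinetically for 180 s after compound addition; responses flag agonists.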
TrxR1 substrate – rat thioredoxin reductase 1 substrate activity; Potency, µM (top dose mostly 114 µM), for the others: top-dose activity change, negative = substrate turnover; O89049; actives 0.01% (n = 390,000); purified TrxR1 substrate turnover, NADPH consumption readout; note: potency is the fitted concentration of half-maximal effect; % is set by controls: 0 for no effect and ±100 for the full control effect; nearly all actives have a fitted effect of over 50% in size
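Rat TrxR1, dispensed at 90 nM, was prereduced with 400 uM NADPH (final) for 5 min at ~22 deg C, then incubated with compound 15 min before 400 uM selenite. A first-read NADPH fluorescence drop versus no-compound background flagged substrates.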
TRHR enhancer – allosteric enhancers of human TRH receptor. P34981. TRHR cells, fluo-8 calcium fluorescence, EC20 TRH enhancement. enhancement, % at 2 µM. actives 0.66% (n = 360,000). AID 493056; in the data active = enhancement above about 30%; note: 0% is about no effect
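Enhancer read-out: after compound pinning and an initial kinetic agonist-mode read, an EC20 of TRH (10 nM final) was injected and fluo-8 calcium signal (Ex 480/Em 530) followed at 1 s/cycle for 100 cycles in TRHR-expressing cells.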
Numbers without * were called inactive; ? = inconclusive; . = not tested or not shown; & = joins results of further samples; ! = repeats disagree; [ ] = dose if it differs, or a comment. Unless noted, calls come from the whole dose curve; as a rule, active = well fitted inhibition curve with a large enough effect; inconclusive = small, poorly fitted or top-dose-only effect; inactive = no such curve, though single readings can be large or run the other way. A portion of the library, so the mix of outcomes need not match the whole.

SMILES | TRHR agonist | PI4K2A block | TrxR1 inh | D2 antagonist | USP1-UAF1 inh | mIDH1 inhibitor | D2 agonist | TrxR1 substrate | TRHR enhancer
CCN(C(=O)COC(=O)c1cc(C)n(C2CC2)c1C)c1ccccc1 | 1.6 | 1 | -5% | 9 | -17% | 8% | 0.3 | -2% | 5
COc1cc(/C=C/c2nc3ccccc3c(=O)n2-c2cccc(O)c2)ccc1O | 7.5 | -1 | 0% | 1 | -11% | -1% | 3.2 | 0% | -1
CCOc1cc2c(cc1OCC)-n1cccc1C(c1ccc(OC)cc1)NC2 (stereo unspecified) | -0.3 | -4 | -5%[11.4 µM] | 2 | -29% | 4% | -0.2 | -4%[11.4 µM] | 11
c1cncc(CNCCc2ccc3c(c2)OCO3)c1 | 0.7 | 2 | 14% | -9 | -21% | -4% | 4.3 | 3% | 1
CCOC(=O)c1ccc(N=C(C)c2c(O)[nH]c(=O)[nH]c2=O)cc1 | 0.3 | -4 | 24%[57.1 µM] | 1 | -3% | -3% | -0.7 | 6%[57.1 µM] | 2
COc1ccc(Cc2nccc3cc(OC)c(OC)cc23)cc1OC | 0.4 | -3&-3&-21 | ? | -23 | ? | 8% | -3.4 | 6%[57.1 µM] | -5
O=C(c1cc(Br)ccc1Cl)N1CCC2(CC1)OCCO2 | 0.3 | 4 | 4% | -11 | -12% | 2% | 0.2 | 2% | 8
CCS(=O)(=O)N1CCC(C(=O)N2CCC3(CC2)OCCO3)CC1 | -0.1 | 9 | 13% | 10 | -5% | -11% | 3.8 | 9% | 9
COC(=O)C1=C(c2ccc(OC)c(OC)c2)C[C@@H]2CC[C@H]1N2C(=O)NCc1ccc(F)cc1 | -0.4 | 0 | 11% | -3 | -9% | -5% | -0.1 | 3% | -9
O=c1c(C=NCCN2CCNCC2)c(O)n(C2CCCCC2)c(=O)n1C1CCCCC1 | 0.0 | -6 | 5% | -6 | -9% | 10% | 3.0 | 7% | 6
COc1ccc(CCn2c(O)c(C=NCCCN(C)C)c(=O)[nH]c2=O)cc1OC | 0.4 | -4 | -14% | 12 | -16% | 0% | 2.8 | -9% | -5
COc1ccc2c(c1OC)C(=O)O[C@@H]2[C@H]1c2cc3c(cc2CCN1C)OCO3 | -0.6 | 4 | 15% | 17 | ? | 8% | 1.4 | 4% | 9
c1cncc(CNC2CCCC2)c1 | 0.7 | 0 | -2% | 0 | -12% | 7% | -0.1 | -4% | 6
O=c1[nH]c(=S)n(Cc2ccc(F)cc2)c(O)c1/C=N/N1CCCCCC1 | 5.2 | -6 | -9% | 12 | -16% | -2% | 1.9 | -15% | 7
COP(=O)(OC)C1(Nc2ccc(C)cc2)CCCCC1 | -0.4 | 5 | 8% | 2 | 2% | -7% | -0.6 | 2% | -7
CN1[C@@H]2CCC[C@H]1CC(=O)C2 | . | -1 | 13% | . | -15% | -5% | . | 1% | .
Cc1nnc2n1-c1ccc(Br)cc1C(c1ccccc1Cl)=NC2 | 0.6 | 2 | -4% | 16 | -1% | 0% | 0.8 | -7% | -12
COc1cc(N2CCOCC2)ccc1/C=C1\C(=O)NC(=O)N(Cc2ccc3c(c2)OCO3)C1=O | 1.7 | -7 | -72% | -10 | -8% | -8% | 1.6 | -14% | 2
O=C(C1CCC(=O)N1Cc1ccccc1Cl)N1CCC2(CC1)OCCO2 (stereo unspecified) | 1.5 | 4 | -3% | 12 | -5% | -1% | -0.1 | -3% | 3
CC/C(=N\Nc1ccccc1)c1c(O)[nH]c(=O)[nH]c1=O | 0.3 | -1 | 2% | -18 | -2% | 0% | 0.0 | -1% | -4

Ordered by count of non-hydrogen atoms (descending): 4 of the compounds above.
SMILES | TRHR agonist | PI4K2A block | TrxR1 inh | D2 antagonist | USP1-UAF1 inh | mIDH1 inhibitor | D2 agonist | TrxR1 substrate | TRHR enhancer
COc1cc(N2CCOCC2)ccc1/C=C1\C(=O)NC(=O)N(Cc2ccc3c(c2)OCO3)C1=O | 1.7 | -7 | -72% | -10 | -8% | -8% | 1.6 | -14% | 2
O=c1c(C=NCCN2CCNCC2)c(O)n(C2CCCCC2)c(=O)n1C1CCCCC1 | 0.0 | -6 | 5% | -6 | -9% | 10% | 3.0 | 7% | 6
COP(=O)(OC)C1(Nc2ccc(C)cc2)CCCCC1 | -0.4 | 5 | 8% | 2 | 2% | -7% | -0.6 | 2% | -7
c1cncc(CNCCc2ccc3c(c2)OCO3)c1 | 0.7 | 2 | 14% | -9 | -21% | -4% | 4.3 | 3% | 1

(next part)
SMILES | TRHR agonist | PI4K2A block | TrxR1 inh | D2 antagonist | USP1-UAF1 inh | mIDH1 inhibitor | D2 agonist | TrxR1 substrate | TRHR enhancer
O=C(c1ccccc1)c1ccc(N=Nc2c(O)[nH]c(=O)[nH]c2=O)cc1 | 6.2 | 6 | 16% | 8 | 3% | -8% | 16 | -4% | -8
COC(=O)C1=C(c2cc3ccccc3s2)C[C@@H]2CC[C@H]1N2C(=O)NCc1ccccc1 | . | -2 | 16% | . | -3% | -2% | . | -3% | .
CNC1(c2ccccc2Cl)CCCCC1=O (stereo unspecified) | . | 1 | -15% | . | -22% | 4% | . | -9% | .
CN(C)CCN(CC1CCCN(Cc2ccccc2F)C1)C(=O)Cc1c(F)cccc1F (stereo unspecified) | -0.1 | 6 | 25%[11.4 µM] | 11 | -20% | 12% | 0.4 | 4% | -2
Oc1ccc(-[n+]2c(-c3ccccc3)cc(-c3ccccc3)cc2-c2ccccc2)cc1 | -0.6 | 0 | -20% | 13 | ? | -1% | 1.5 | -9% | 0
CC(C)Cc1nc2cccnc2n1C1CCNCC1 | -2.0 | 4 | -15%[57.1 µM] | . | -5% | 2% | 0.1 | -10%[57.1 µM] | 1
O=P(O)(O)C#Cc1ccccc1 | 0.2 | . | . | 14 | . | . | -0.4 | . | 3
COc1ccc(CN2C(=O)NC(=O)/C(=C/c3ccc([N+](=O)[O-])o3)C2=O)cc1 | 2.7 | . | . | -8 | . | . | 0.7 | . | -1
COc1cccc(-c2nn(CCC#N)cc2C(=O)Nc2ccccc2Cl)c1 | 0.2 | -2 | 13% | 0 | -10% | -3% | 6.1 | 1% | 2
O=[N+]([O-])c1ccccc1CNCCc1c[nH]c2ccccc12 | 0.8 | -3 | 18%[57.1 µM] | -19 | ? | 10% | -1.7 | 6%[57.1 µM] | 1
CN1C[C@H](C(=O)N[C@]2(C)O[C@@]3(O)[C@@H]4CCCN4C(=O)[C@H](Cc4ccccc4)N3C2=O)CC2c3cccc4[nH]cc(c34)C[C@H]21 (stereo partly specified) | -1.3&1.3 | -5&1 | 7%&-8% | 88*! | ? | 3%&19% | 81*! | 6%&4% | 5&0
N#Cc1c(/N=C/c2c(O)n(Cc3ccco3)c(=O)[nH]c2=O)sc2c1CCCC2 | . | -29 | ? | . | -24% | 0% | . | -4%[57.1 µM] | .
N#CCCn1cc(C=C2C(=O)NC(=O)NC2=O)c(-c2ccccc2)n1 | 0.3 | -8 | 15%[11.4 µM] | 1 | -20% | -5% | 1.1 | 6%[11.4 µM] | 7
Nc1cccc2c1Cc1cc([N+](=O)[O-])ccc1-2 | . | -1 | -2% | . | -9% | -1% | . | -4% | .
CC(C)OC(=O)C1C(=O)NC2(C)CC1c1ccccc1O2 (stereo unspecified) | 0.2 | 9 | 8% | -4 | -12% | 3% | -0.3 | 4% | 8
Cc1[nH]c2ccccc2c1CCN | . | -1 | -37% | . | -4% | 4% | . | -6% | .
COC(=O)C1=C(c2ccc(-c3ccccc3)c(F)c2)C[C@@H]2CC[C@H]1N2C(=O)NCc1ccc(F)cc1 | 1.0 | -1 | 8% | -6 | -4% | -5% | 0.0 | -7% | -1
COc1ccc(OCC(=O)N2CCN(Cc3cc(=O)n4nc(-c5ccc(OC)cc5)sc4n3)CC2)cc1 | -0.8 | -7 | 5%[57.1 µM] | . | -6% | 3% | 0.1 | 2%[57.1 µM] | 3
O=C(Cc1cc(=O)oc2cc(O)ccc12)NN=Cc1ccc(N(CCCl)CCCl)cc1 | . | -3 | 11% | . | ? | -14% | . | 122%[activator] | .
COc1ccc(-n2c(/C=C3/C(=O)Nc4ccccc43)nc3ccccc3c2=O)cc1 | -0.1 | 3 | 8%[11.4 µM] | -4 | ? | 11% | 0.2 | 7%[57.1 µM] | 3
COC(=O)C1=C(c2cccc(OCc3ccccc3)c2)C[C@@H]2CC[C@H]1N2C(=O)NCc1cccc(C(F)(F)F)c1 | 0.7 | 0 | 19% | 0 | -27% | -2% | 2.4 | 3% | -4
O=C1NC(=S)N(C2CC2)C(=O)/C1=C/c1ccc2c(c1)CCN2CCCCl | 0.5 | -26 | 7.9µM* | -19 | -9% | ? | 5.7 | -10% | -3
CCC(C)C(=O)N[C@@H](c1ccccc1)[C@@H](O)C(=O)O[C@H]1C[C@@]2(O)[C@@H](OC(=O)c3ccccc3)C3[C@](C)(C(=O)[C@H](OC(C)=O)C(=C1C)C2(C)C)[C@@H](O)C[C@H]1OC[C@@]31OC(C)=O (stereo partly specified) | 0.4 | 0 | 16%[57.1 µM] | 0 | -7% | -7% | 1.3 | 7%[57.1 µM] | 1

2 of the compounds above, in markdown:
| canonical_smiles | TRHR agonist | PI4K2A block | TrxR1 inh | D2 antagonist | USP1-UAF1 inh | mIDH1 inhibitor | D2 agonist | TrxR1 substrate | TRHR enhancer |
| --- | --- | --- | --- | --- | --- | --- | --- | --- | --- |
| O=P(O)(O)C#Cc1ccccc1 | 0.2 | . | . | 14 | . | . | -0.4 | . | 3 |
| COc1ccc(CN2C(=O)NC(=O)/C(=C/c3ccc([N+](=O)[O-])o3)C2=O)cc1 | 2.7 | . | . | -8 | . | . | 0.7 | . | -1 |

Screening results: PubChem BioAssay, National Center for Advancing Translational Sciences (NCATS)
